5-HT1A blocker: blocks the human serotonin 5-HT1a receptor | P08908 | CHO 5-HT1a Ga15 NFAT-bla reporter, antagonist mode | inhibition, % at 10 µM | actives 0.68% (n = 62,000);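 active = inhibition above the mean of all tested compounds plus 3 SD, cut at about 43% in these data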;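 note: receptor stimulated by 5-CT agonist at 100 nM near EC80; beta-lactamase reporter measured by ratiometric fluorescence of a cleavable substrate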
Target sequence (P08908 whole entry, looked up): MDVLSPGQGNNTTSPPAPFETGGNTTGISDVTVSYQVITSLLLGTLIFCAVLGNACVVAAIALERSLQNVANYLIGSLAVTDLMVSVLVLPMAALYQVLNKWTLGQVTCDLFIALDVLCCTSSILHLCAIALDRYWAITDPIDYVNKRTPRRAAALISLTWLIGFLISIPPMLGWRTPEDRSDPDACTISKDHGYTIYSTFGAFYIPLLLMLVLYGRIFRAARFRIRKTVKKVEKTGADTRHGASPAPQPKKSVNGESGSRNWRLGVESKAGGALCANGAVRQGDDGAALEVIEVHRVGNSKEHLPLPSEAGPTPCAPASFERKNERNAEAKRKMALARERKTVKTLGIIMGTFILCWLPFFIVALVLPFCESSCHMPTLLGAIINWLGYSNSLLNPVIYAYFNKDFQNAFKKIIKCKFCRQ
5HT1E ag: activates the human 5-HT1E serotonin receptor; P28566; CHO 5-HT1E Ga15 NFAT-bla reporter, FRET; 0% DMSO wells, 100% control agonist wells; activation, % at 6 µM; actives 0.69% (n = 65,000);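 active = activation above a set limit, the screen-wide mean activation plus 3 SD, cut at about 8.5% in these data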;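 note: 100% = positive control agonist at 1 µM giving full maximal response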
M1 agonist: agonists of M1 muscarinic receptor. actives 3% (n = 64,000). B-score at 10 µM. CHO-M1 cells, Fluo-4 calcium fluorescence, agonist mode; stronger effect = higher value;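 active = fluorescence rise, raw or as B-score row- and column-corrected plate score, outside the 99.7% band of its plate's samples, either direction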
M1 antag: blocks the rat M1 muscarinic receptor response to acetylcholine. P08482. CHO-M1 cells, Fluo-4 calcium, ACh EC80 antagonist mode; stronger effect = lower value. B-score at 10 µM. actives 3.4% (n = 64,000). AID 628;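 active = calcium fluorescence response, raw or row-and-column corrected B-score, differing from the plate sample mean either way at a set confidence level, mostly lower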
Jurkat tox 60K: cytotoxicity toward Jurkat cells; AID 463; inhibition, % at 4 µM; actives 1.2% (n = 56,000); Jurkat E6.1 viability, ATP luminescence, 48 h;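 active = inhibition above the mean inhibition of all tested compounds plus 3 SD, cut at about 28% in these data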
S1P3 ag: activates the human S1P3 receptor | Q99500 | AID 373 | activation, % at 4.5 µM | actives 0.1% (n = 60,000) | S1P3 NFAT-BLA reporter cells, agonism, FRET ratio; relative to 1 µM S1P, basal subtracted;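 active = activation above the screen-wide mean plus 3 SD, cut at about 4.5% in these data, passing the limit was not always enough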; note: some compounds called inactive have numbers as strong as hits
Target sequence (Q99500 whole entry, looked up): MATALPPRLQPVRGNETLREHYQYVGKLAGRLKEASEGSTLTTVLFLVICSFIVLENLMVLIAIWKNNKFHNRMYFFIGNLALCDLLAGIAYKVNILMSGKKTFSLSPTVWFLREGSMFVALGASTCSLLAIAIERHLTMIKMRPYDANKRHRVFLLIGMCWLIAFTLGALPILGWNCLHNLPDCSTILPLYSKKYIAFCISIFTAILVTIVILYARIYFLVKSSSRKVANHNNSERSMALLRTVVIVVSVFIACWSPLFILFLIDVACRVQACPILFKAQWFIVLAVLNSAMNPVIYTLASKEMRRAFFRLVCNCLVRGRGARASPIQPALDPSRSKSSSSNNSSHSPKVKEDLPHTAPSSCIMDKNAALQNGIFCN
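Assay system: CHO cells stably expressing human S1P3, Gα16 and NFAT-β-lactamase reporter. Timing: overnight plating, 4 h compound 37 °C, 2 h substrate RT. Signal: β-lactamase FRET emission ratio 460/535 nm. Measure: percent activation versus median 1 µM S1P response, basal-subtracted, per plate. Repeats: primary screen single test, confirmation screen in triplicate.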
5HT1a ag: activates the human 5-HT1a serotonin receptor; P08908; CHO 5-HT1a Ga15 NFAT-bla reporter, FRET ratio; 0% basal, 100% maximal reference agonist; activation, % at 10 µM; actives 0.56% (n = 65,000); AID 567;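 active = activation above the screen-wide mean activation plus 3 SD, cut at about 19% in these data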;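 note: 0% = DMSO wells and 100% = 5-CT at EC100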
HTR1E antagonist: 5-HT1E (human) receptor antagonism. actives 0.99% (n = 65,000). AID 571. inhibition, % at 6 µM. CHO 5-HT1E Ga15 NFAT-bla reporter, FRET, antagonist;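 active = inhibition above a set limit, the mean inhibition across every tested compound plus 3 SD, cut at about 29% in these data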;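 note: signal is the 460 over 535 nm emission ratio of beta-lactamase substrate; 0% = agonist plus DMSO wells and 100% = wells without agonist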
S1P1 ag-PAM: S1P1 (human) agonism or agonism potentiation; S1P1 CRE-bla cells, forskolin, beta-lactamase FRET, potentiator mode; S1P1 agonist co-added at EC20, 2 nM; 100% = saturating reference agonist, 0% = basal; actives 0.57% (n = 56,000); P21453; activation, % at 9.5 µM;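 active = activation above a cutoff set at the mean activation of all tested compounds plus 3 SD, cut at about 54% in these data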;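 note: forskolin at 4 µM as EC80 and the EC20 agonist is SEW2871; 100% = SEW2871 at its EC100 plus forskolin at EC80; some compounds past the cut are filed as inactive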
Active calls of the source: *; · = not tested or not shown.

Start of the data: the first 4 compounds as a preview:
SMILES	5-HT1A blocker	5HT1E ag	M1 agonist	M1 antag	Jurkat tox 60K	S1P3 ag	5HT1a ag	HTR1E antagonist	S1P1 ag-PAM
CN(C)C(=O)c1nnc(Cc2ccc(Cl)cc2)o1	0	0.8	-0.47	-0.29	-6	-0.5	-3.7	-4	-9
COc1ccc(C(=O)Oc2c(CN3CCOCC3)cc(Cl)c3cccnc23)cc1	8	2.0	-0.37	-0.28	16	-0.8	0.5	-2	4
CC(=O)c1cccc(NC(=O)CSc2nnc(-c3ccc(S(=O)(=O)N4CCCC4)cc3)o2)c1	-2	-0.8	-0.027	-0.2	2	-1.1	-2.0	-3	-10
CCn1c(C(=O)Nc2ccsc2C(=O)OC)cc2sc(Cl)cc21	15	0.6	0.011	-0.011	-1	-0.9	-2.2	2	-14

Main list (from the top)
SMILES	5-HT1A blocker	5HT1E ag	M1 agonist	M1 antag	Jurkat tox 60K	S1P3 ag	5HT1a ag	HTR1E antagonist	S1P1 ag-PAM
CN(C)C(=O)c1nnc(Cc2ccc(Cl)cc2)o1	0	0.8	-0.47	-0.29	-6	-0.5	-3.7	-4	-9
COc1ccc(C(=O)Oc2c(CN3CCOCC3)cc(Cl)c3cccnc23)cc1	8	2.0	-0.37	-0.28	16	-0.8	0.5	-2	4
CC(=O)c1cccc(NC(=O)CSc2nnc(-c3ccc(S(=O)(=O)N4CCCC4)cc3)o2)c1	-2	-0.8	-0.027	-0.2	2	-1.1	-2.0	-3	-10
CCn1c(C(=O)Nc2ccsc2C(=O)OC)cc2sc(Cl)cc21	15	0.6	0.011	-0.011	-1	-0.9	-2.2	2	-14
COc1ccc(C2(NC(C)=O)CCN(C(=O)c3ccco3)CC2)cc1	-7	0.4	0.018	-0.52	-6	-0.4	-0.2	1	11
CCOc1cccc(NC(=O)c2ccc(S(=O)(=O)N(C)C)cc2)c1	18	0.2	0.44	0.047	6	-1.8	3.2	-13	10
CC1CCCCC1NC(=O)CSc1nnc(-c2ccccc2)n1N (configuration not stated)	0	-0.2	-1.4	-0.16	·	·	0.5	-3	·
O=C(CN1C(=O)C2C3C=CC(C3)C2C1=O)NCCC1=CCCCC1 (configuration not stated)	-5	0.0	0.33	0.49	0	0.4	-1.1	-9	-6
O=S(=O)(c1ccccc1)c1ccccc1/C=N\O	8	-0.5	0.13	-0.022	-6	-1.3	-1.8	1	-12
Cc1oc(-c2ccc(Cl)cc2)cc1-c1nn2c(-c3ccoc3C)nnc2s1	-20	0.7	-1.4	1.2	-7	0.0	0.4	-13	·
Cc1cccc(-c2noc(CCC(=O)NCc3ccccc3)n2)c1	7	1.6	-0.55	-0.14	-4	0.1	-1.4	3	-22
CC1(C)C(=O)NCCN1C(=O)CSc1nccc(-c2ccc(Br)cc2)n1	7	0.1	-0.048	0.37	6	-1.3	1.0	24	-4
Cc1ccc(CNC(=O)C2c3ccccc3C(=O)N(C)C2c2c[nH]c3ccccc23)o1 (configuration not stated)	2	0.5	0.016	-1.4	·	·	0.6	-1	·
COc1ccc(-c2nn3c(-c4ccccc4)nnc3s2)cc1	-6	1.1	0.27	-0.71	6	-1.1	0.2	-12	-8
C=CCn1c(SCn2nnc3ccccc3c2=O)nnc1C1CCCCC1	2	-0.5	-0.79	0.23	-2	1.2	-2.0	-4	4
Cc1ccc2c(c1)N(CCC(=O)NCc1ccccn1)C(=O)CO2	3	0.7	0.64	-0.71	0	0.2	-1.7	3	-15
CC(NC(=O)COc1ccccc1)C1COc2ccccc2O1 (configuration not stated)	6	1.0	0.16	0.46	-5	-1.1	2.5	1	·
CCCCC12CN3CC(C)(CN(C1)C31C(=O)N(C)c3ccc(C)cc31)C2=O (configuration not stated)	27	-0.7	0.22	-0.99	8	-0.6	-1.4	-4	-11
CN(C(=O)c1cnc(N2CCN(c3ncccn3)CC2)c2ccccc12)c1ccc(Cl)cc1	4	-0.2	5.3*	-0.76	4	-0.9	-4.1	3	-1
COc1ccc(C)cc1-n1nnnc1SCc1csc(C)n1	14	-0.6	0.39	0.0095	9	-0.6	-1.6	-1	-9
Cn1nnnc1CCOCCc1nnnn1C	6	-0.1	-0.58	0.035	4	-1.2	-1.7	2	-12
Cc1cc(NC(=O)CCC(=O)N(CCc2ccccc2)C(C(=O)NC2CCCC2)c2ccco2)no1 (configuration not stated)	17	0.4	1.3	2.4*	11	-1.0	-0.1	1	14
COc1ccccc1N1CCN(C(=O)C2CCCO2)CC1 (configuration not stated)	-6	3.5	-0.21	0.55	-7	0.1	1.4	-4	-6
Cc1c(OC(=O)CNC(=O)OC(C)(C)C)ccc2c3c(c(=O)oc12)CCC3	-17	1.3	2.4*	-0.35	-4	0.0	-1.1	-2	-4
COc1cccc(C2NC(=O)c3ccccc3O2)c1OC (configuration not stated)	11	0.3	-0.57	0.028	-6	-0.9	-3.7	-3	-10
CC1(C)CC(=O)C2=C(C1)OC(N)=C(C#N)C2C1CC=CCC1 (configuration not stated)	-2	0.8	-0.73	-0.14	-2	0.5	4.0	-7	3
COc1ncnc2c1oc1nc(CC(C)C)c3c(c12)CCCC3	1	-1.0	0.33	-0.0056	2	-0.9	0.3	5	-1
CCOC(=O)c1[nH]c(C)c(C)c1C	-1	-0.2	-0.42	-0.24	-10	-0.5	-4.5	-3	-9
Cc1ccc(-c2nc(CSCC(=O)NCc3cccnc3)c(C)o2)cc1	-11	0.3	-1.9	0.54	14	-0.8	-1.8	-5	15
Cc1cc(N/C=C2\CCCCC2=O)no1	2	-0.4	0.00055	0.16	-1	-0.7	-0.7	1	1
COc1cccc(NC(=O)CN(c2cccc(C(F)(F)F)c2)S(C)(=O)=O)c1	5	-0.4	·	·	3	-0.7	-0.2	3	-2
c1ccc(OCCn2c(-c3ccco3)nc3ccccc32)cc1	39	-1.0	0.72	0.62	9	-0.9	0.7	2	-19
CCC(C)(C)NC(=O)C(c1cccn1C)N(Cc1ccc(C)cc1)C(=O)Cn1nnc2ccccc21 (configuration not stated)	0	0.4	-0.86	-0.093	6	-1.4	-4.7	5	-11
O=C(Nc1ccc(S(=O)(=O)N2CCOCC2)cc1)C1CCCCC1	-11	-2.0	0.31	0.38	·	·	-1.5	4	·
COC(=O)c1ccc(NC(=O)C2C3C=CC(O3)C2C(=O)O)cc1 (configuration not stated)	0	-0.2	-0.5	0.11	5	-1.0	-1.0	-3	8
Cc1c(C#N)c2ccccc2n1CC(=O)NCCc1c[nH]c2ccccc12	20	2.4	-0.55	-1.2	3	-0.4	1.3	-3	6
N=c1ncn(CC(O)CN2CCOCC2)c2nc(N3CCOCC3)[nH]c12 (configuration not stated)	·	-1.6	0.29	0.42	·	-3.6	-3.1	6	12
CCN1CCN(/C=N/c2nc3c(s2)CCCC3)CC1	-3	-0.4	-0.41	0.36	10	-0.2	-2.1	1	0
CCOc1ccc2[nH]c(=O)c(CN(Cc3cccs3)Cc3nnnn3C(C)(C)C)cc2c1	0	-0.1	4.8	-1.1	6	-0.4	1.4	7	6
O=C1CC(C2CCCO2)C(=O)N1c1cccc(Cl)c1 (configuration not stated)	4	0.7	-0.27	0.43	4	-1.7	-0.7	9	-19
CCOC(=O)N1CCN(C(=O)CN(c2ccc(C)c(C)c2)S(=O)(=O)c2ccccc2)CC1	2	-0.6	-1.4	0.12	·	·	0.5	4	·
Cn1c(SCC(=O)NC(C)(C)C)nc(O)cc1=O	-17	0.1	-0.11	0.87	-11	0.4	-0.6	-11	-6
Cc1cc2ccc(C)c(C)c2nc1SCC#N	-11	0.4	0.28	0.3	-1	0.2	-4.5	-9	-15
OC1(c2ccccc2)C/C(=N\n2cnnc2)C=C1c1ccccc1 (configuration not stated)	-12	-1.0	0.012	0.0022	-4	-0.5	-4.0	-11	-4
COc1ccc(C(=O)Oc2c(C)occc2=O)cc1OC	6	-0.9	·	·	6	0.6	-2.4	4	-24
CCOc1ccc(CN2C(=O)CCC2(C)C(=O)NCc2cccnc2)cc1 (configuration not stated)	-13	0.6	-0.78	-0.89	-7	-0.2	-0.3	-11	-15
C=CCn1c(SCC(N)=O)nnc1-c1cc(Br)ccc1O	0	0.5	-0.13	0.099	4	-0.2	-1.8	-4	1
CCCc1cc(C(=O)Nc2nccs2)cs1	-8	0.1	-0.78	0.22	-4	-1.3	-0.5	-1	-5
CC(C)CCNC(=O)NC(=O)COc1ncnc2sccc12	-12	0.6	0.4	0.58	-9	3.4	-4.6	-13	-82
Cc1ccc(-c2nnn(CCC(=O)N3CCCCC3C)n2)cc1 (configuration not stated)	-4	1.8	-0.11	-0.33	3	-0.9	-2.5	-9	-11

(more compounds)
SMILES	5-HT1A blocker	5HT1E ag	M1 agonist	M1 antag	Jurkat tox 60K	S1P3 ag	5HT1a ag	HTR1E antagonist	S1P1 ag-PAM
CCc1cccc(C)c1NC(=O)c1cc(C)oc1C	4	0.5	0.87	-0.15	4	-0.7	-1.3	6	8
COCCNc1nc2c(c(=O)n(Cc3ccc(OC)cc3)c(=O)n2C)n1C	·	0.0	0.023	-0.014	·	0.6	1.9	-16	3
N=c1c2c3c(sc2nc2n1CCCCC2)CCCCC3	-1	-0.5	-3.3*	-19*	·	·	-0.4	0	·
CN1CCN(C(c2cccc(C(F)(F)F)c2)c2nnnn2C(C)(C)C)CC1 (configuration not stated)	2	-1.1	-0.086	-0.018	8	-0.3	-2.6	12	6
COc1ccc(-n2c(SCC(=O)NCC3CCCO3)nc3n[nH]c(C)c3c2=N)cc1 (configuration not stated)	-9	0.6	0.84	-1.2	2	-0.4	-1.9	5	-8
O=C(CN1C(=O)CC(c2ccco2)Sc2ccccc21)Nc1ccc2c(c1)OCCO2 (configuration not stated)	8	-1.1	0.12	0.39	-8	-1.3	-1.8	0	12
O=C(OCc1nnc(-c2ccccc2)o1)c1ccc2ccccc2n1	7	0.1	0.67	-0.22	-2	-0.4	-1.7	0	4
O=C(CSc1ccc2nnc(-c3ccc(F)cc3)n2n1)N1CCOCC1	1	1.3	-1.3	0.35	-5	-0.5	-3.3	9	-17
Cc1ccc(S(=O)(=O)/N=C(/Nc2nc(C)cc(C)n2)N2CCOCC2)cc1	-2	0.4	0.11	-0.35	11	-0.4	-2.0	24	-10
Cc1noc(C)c1C(=O)Nc1c(F)cc(F)cc1Br	2	0.5	-1.6	0.1	-7	-0.1	-0.3	-6	4
CCOc1ccc(-n2nc(C(=O)NCCOC)c3ccccc3c2=O)cc1	12	-0.4	0.93	0.47	1	-1.7	-0.2	5	10
CC(=O)NC1(c2cccc(F)c2)CCN(C(=O)Nc2ccc(C#N)cc2)CC1	-3	0.2	0.39	0.76	·	·	-1.4	-7	·
COC(=O)c1c(C)noc1-c1cc(C)on1	·	-1.1	-0.56	-0.25	·	-0.9	-0.2	2	-4
CS(=O)(=O)CCC(C(=O)N1CCOCC1)N1C(=O)c2cc(Cl)c(Cl)cc2C1=O (configuration not stated)	-1	0.1	0.42	-0.7	3	-1.0	-4.7	5	-6
CS(=O)(=O)N1CCC(C(=O)N2CCc3ccccc3C2)CC1	3	-0.3	0.033	-0.059	-7	-0.4	0.6	-7	·
COc1ncnc2c1NC(=O)CS2	0	-0.9	0.28	0.12	2	-0.3	-1.3	8	3
Cn1cnnc1SCC(=O)n1c2ccccc2c2ccccc21	2	-0.3	0.22	-0.022	-1	-1.1	-3.8	-5	-11
Clc1ccc(C(c2nnnn2C2CCCCC2)N(Cc2cccnc2)Cc2ccco2)cc1 (configuration not stated)	12	-0.4	·	·	5	-0.6	-2.3	6	0
